Eya2 phos inh: qHTS Assay for Inhibitors of the Phosphatase Activity of Eya2. Protein phosphatase EYA2 (Homo sapiens), O00167. recombinant Eya2, OMFP fluorescence dephosphorylation (OMFP is methylfluorescein phosphate). Potency, µM (series often up to 76.9 µM), without a hit: at the highest dose activity, negative = inhibition, most hits filed as inhibitors. hit rate 0.006% among 330,000. AID 488837, 2010; further: potency means the concentration at half of the fitted maximal effect; on the % scale 0 is the no-effect control and ±100 the full control effect
Target sequence (O00167 whole entry, looked up): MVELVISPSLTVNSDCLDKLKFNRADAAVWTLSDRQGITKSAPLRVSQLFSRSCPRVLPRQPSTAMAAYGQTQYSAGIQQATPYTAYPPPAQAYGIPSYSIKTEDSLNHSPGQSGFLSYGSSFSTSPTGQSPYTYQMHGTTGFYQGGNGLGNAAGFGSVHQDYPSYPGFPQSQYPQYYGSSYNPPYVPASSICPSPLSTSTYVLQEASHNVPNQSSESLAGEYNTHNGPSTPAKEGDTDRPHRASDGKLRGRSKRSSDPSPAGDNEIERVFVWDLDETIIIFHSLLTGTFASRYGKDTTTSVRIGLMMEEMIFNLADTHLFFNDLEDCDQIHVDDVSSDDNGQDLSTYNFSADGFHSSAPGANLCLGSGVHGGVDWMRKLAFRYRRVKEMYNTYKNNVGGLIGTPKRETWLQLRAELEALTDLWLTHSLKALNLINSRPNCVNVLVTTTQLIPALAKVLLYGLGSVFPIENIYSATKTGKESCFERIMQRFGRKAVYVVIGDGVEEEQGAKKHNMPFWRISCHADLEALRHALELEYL
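Eya2 (0.2 uM) preincubated 10 min at ambient with compound, then OMFP substrate added at 50 uM; 10 min reaction in 50 mM HEPES pH 7.5, 50 mM NaCl, 5 uM MgCl2, 0.05% BSA, 1 mM DTT. Fluorescence read at Ex 485/Em 525 nm.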
a7 integrin act: qHTS for Activators of Integrin-Mediated Alleviation for Muscular Dystrophy; alpha7betagal myoblasts, beta-gal FDG fluorescence, 48 h; Potency, µM (titrated, usually from 38.3 µM), for inactives: at the top dose activation, most hits filed as activators; hit rate 0.064% among 350,000;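 further: potency means the concentration at half of the fitted maximal effect; 100% = response of the positive control SU9516; nearly all actives have a fitted effect of over 60% in size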
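Alpha7betagal+/- myoblasts (passage 13) were plated 16-24 hr, then exposed to compounds (1:260 dilution of DMSO stock) for 48 hours at 37C. After MPER lysis, β-galactosidase reporter activity was read as FDG fluorescence (ex 480/em 540) after 30 minutes.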
TSHR antagonist: Antagonists of the Thyroid Stimulating Hormone Receptor: HTS campaign; TSHR-expressing cells, TSH-stimulated cAMP HTRF, 2 h; active compounds read low; activity change, negative = inhibition, % at 11.5 µM; hit rate 0.2% among 330,000; AID 504810, 2011;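 active means activity change below a set negative limit, meaning inhibition stronger than a set level, cut at about -70% in these data; inconclusive means activity change between two set negative limits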; further: on the % scale 0 is the no-effect control and ±100 the full control effect
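Antagonism was scored as loss of TSH-driven cAMP in TSHR cells, stimulated with 4nM TSH (EC80) for 2 hours at 37 deg C and detected by homogeneous HTRF competition immunoassay.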
S-ASM inh: Inhibitors of Secretory Acid Sphingomyelinase (S-ASM): qHTS; Sphingomyelin phosphodiesterase (Homo sapiens), P17405; placental ASM, HMU-PC fluorogenic substrate, 60 min; Potency, µM (highest dose often 57.5 µM), for inactives: top-dose activity change, negative = inhibition, most hits filed as inhibitors; hit rate 0.006% among 340,000; AID 504937, 2011; further: potency means the concentration at half of the fitted maximal effect
Target sequence (P17405 47-631 limits assumed): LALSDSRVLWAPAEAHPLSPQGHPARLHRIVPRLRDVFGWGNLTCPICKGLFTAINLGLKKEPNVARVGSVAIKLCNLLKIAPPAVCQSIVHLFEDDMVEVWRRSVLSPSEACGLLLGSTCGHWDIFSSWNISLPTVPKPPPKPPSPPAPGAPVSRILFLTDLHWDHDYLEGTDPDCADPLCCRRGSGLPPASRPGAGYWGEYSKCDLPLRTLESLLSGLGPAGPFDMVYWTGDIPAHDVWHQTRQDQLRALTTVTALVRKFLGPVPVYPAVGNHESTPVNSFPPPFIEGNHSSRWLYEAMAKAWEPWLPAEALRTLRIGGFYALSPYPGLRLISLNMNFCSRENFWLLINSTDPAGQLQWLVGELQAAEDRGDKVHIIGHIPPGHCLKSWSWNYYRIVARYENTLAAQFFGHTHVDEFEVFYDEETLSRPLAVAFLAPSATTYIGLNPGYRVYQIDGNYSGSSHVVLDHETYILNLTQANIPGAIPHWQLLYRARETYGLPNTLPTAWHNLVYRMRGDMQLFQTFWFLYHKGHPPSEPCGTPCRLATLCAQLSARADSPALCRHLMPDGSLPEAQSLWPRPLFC
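Human placenta-derived ASM preincubated with compound 10 min at room temperature, then reacted with 9 uM (final) fluorogenic HMU-PC substrate for 60 min at 37 C. Stop solution raises pH to 10; fluorescence read at Ex 386/Em 447 nm.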
A-T KAP1 phos: qHTS Assay for Identifying a Potential Treatment of Ataxia-Telangiectasia | […] A-T fibroblasts, KAP-1 phosphorylation AlphaLISA; neocarzinostatin DNA damage 30 min before lysis | Potency, µM (highest dose often 57.5 µM), for inactives: at the highest dose activation, most hits filed as activators | hit rate 0.19% among 320,000 | AID 485349, 2010; further: potency means the concentration at half of the fitted maximal effect; % of control where 0% means no effect; nearly all actives have a fitted effect of over 45% in size
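ATM-like activity read as KAP-1 phosphorylation via AlphaLISA donor/acceptor antibody pairs after lysis and 6 hr at 25C. Cells were ATM-null patient fibroblasts ([…], hTERT), dosed 60 min, then exposed to the DSB inducer NCS for 30 min.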
Tb PFK block: qHTS Assay to Find Inhibitors of T. brucei phosphofructokinase; ATP-dependent 6-phosphofructokinase (Trypanosoma brucei brucei), O15648; T. brucei PFK, ADP-Glo luminescence; Potency, µM (highest dose often 57.5 µM), for the others: at the top dose activity, negative = inhibition, most hits filed as inhibitors; hit rate 0.17% among 330,000; AID 485367, 2010;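 further: potency means the concentration at half of the fitted maximal effect; 0% = uninhibited 1x PFK enzyme wells and -100% = no-enzyme wells; nearly all actives have a fitted effect of over 60% in size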
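Activity is normalized to no-enzyme wells (full inhibition) and 1.25 nM enzyme wells (no inhibition). Reaction: 0.5 mM F6P, 0.1 mM ATP, 45 min RT, ADP-Glo luminescence; concentration-response curves fitted and classed by quality.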
Mito fusion yeast: qHTS Assay for Small Molecule Inhibitors of Mitochondrial Division or Activators of Mitochondrial Fusion | hit rate 0.23% among 320,000 | Potency, µM (series often up to 46.1 µM), for inactives: at the top dose growth rescue (activation), hits mostly activators | S. cerevisiae fusion-defective mutant growth rescue, CellTiterGlo 48 h;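 further: potency means the concentration at half of the fitted maximal effect; % of control where 0% means no effect; nearly all actives have a fitted effect of over 45% in size; temperature-sensitive fusion mutants such as fzo1-1 at 37 °C on non-fermentable ethanol glycerol medium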
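S. cerevisiae fusion-defective temperature-sensitive mutants (e.g. fzo1-1, mgm1-5) grown 48 h at 37C in YPEG (ethanol/glycerol non-fermentable) medium with 23 nl compound per well; growth rescue read as CellTiterGlo luminescence.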
ELG1 DNA repair: qHTS screen for small molecules that inhibit ELG1-dependent DNA repair in human embryonic kidney (HEK293T) cells expressing luciferase-tagged ELG1; HEK293T ELG1-luciferase reporter, luminescence, 16 h; DNA damage induced by 5-fluorouridine; Potency, µM (series often up to 46.1 µM), inactives show top-dose activity change, negative = inhibition, hits mostly inhibitors; hit rate 2.3% among 330,000; further: potency means the concentration at half of the fitted maximal effect; on the % scale 0 is the no-effect control and ±100 the full control effect; nearly all actives have a fitted effect of over 55% in size
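HEK293T cells expressing luciferase-tagged ELG1 (2,000/well) received 5-Fluorouridine plus compound or DMSO for 16 hr at 37 °C. Luciferase was read by ONE-Glo luminescence after 30 min at room temperature.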
BCR signal inh: qHTS Assay to Find Inhibitors of Chronic Active B-Cell Receptor Signaling; ABC-DLBCL IkBa-CBG/CBR reporter, luminescence ratio, 4 h; Potency, µM (doses to about 46.1 µM), for inactives: top-dose ratio change, negative = lower green/red ratio, hits mostly inhibitors; hit rate 0.05% among 340,000; AID 493014, 2011; active means well fitted inhibition curve with a large enough effect in the signal ratio, with a control signal flat, not every such curve was filed as active; inconclusive means small, poorly fitted or top-dose-only effect, or effect the other way, or a change in a side signal; the % refers to the signal ratio;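 further: potency means the concentration at half of the fitted maximal effect; plate controls were basal doxycycline-induced cells for no effect and cells given 10 µM MG132 for full effect; MG132 reads +100%, hits lower the ratio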
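TMD8 ABC-DLBCL cells carrying doxycycline-inducible green luciferase fused to IkappaBalpha plus unfused red luciferase were exposed to compounds (up to 46 uM) for 4 hrs at 37C. Activity came from the overlap-corrected green/red luminescence ratio.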
TSG101-PTAP inh: qHTS Assay for Iinhibitors of HIV-1 Budding by Blocking the Interaction of PTAP/TSG101; Tumor susceptibility gene 101 protein (Homo sapiens), Q99816; Fluorescence polarization, FITC-PTAP peptide / Tsg101 binding; Potency, µM (titrated, usually from 115 µM), for inactives: at the highest dose activity change, negative = inhibition, actives largely listed as inhibitors; 340,000 tested, under 10 active; AID 493005, 2010; active means well fitted inhibition curve with a large enough effect in the main read-out, with a control signal flat, not every such curve was filed as active; inconclusive means small, poorly fitted or top-dose-only effect, or effect the other way, or a change in a side signal; inactive means no such curve, though single readings can be large or run the other way; further: potency means the concentration at half of the fitted maximal effect; % of control where 0% means no effect
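Fluorescence anisotropy tracks displacement of a FITC-tagged PTAP peptide (50 nM) from the Tsg101 binding domain (10 uM), following a 20 min room-temperature incubation at pH 7.5.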
TCR activator: Activators of T cell receptors: qHTS campaign. AID 504894, 2011. primary human leukocytes, anti-CD3, IL-2 HTRF, 48 h. Potency, µM (doses to about 9.22 µM), inactives show at the top dose activation of IL-2 secretion, usual class: activators. 330,000 tested, under 10 active; further: % of control where 0% means no effect
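Primary human leukocytes incubated 48 hr with anti-CD3 beads plus compound, without co-stimulation. Secreted IL-2 measured by HTRF (europium cryptate/d2 anti-IL-2 pair, 320 nm excitation, 665 nm emission).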
Numbers without * were called inactive; ? = inconclusive; / = not tested or not shown; & = joins results of further samples; [ ] = another dose, or the depositor's remark. Unless noted, the call rests on the fitted dose curve; in most records, active means well fitted curve in the direction sought with a large enough effect; inconclusive means small, poorly fitted or top-dose-only effect, or another doubt; inactive means no such curve, though single readings can be large; an effect the other way counts as inactive or inconclusive.

SMILES | Eya2 phos inh | a7 integrin act | TSHR antagonist | S-ASM inh | A-T KAP1 phos | Tb PFK block | Mito fusion yeast | ELG1 DNA repair | BCR signal inh | TSG101-PTAP inh | TCR activator
COc1ccc(OCCCC(=O)N(C)CC(=O)Nc2c(C)cccc2C)cc1 | 3% | -3% | 12 | 4% | 11% | 3% | -2% | 1% | 5% | 2% | 8%
COc1ccccc1N1CCN(C(=O)c2c(-c3ccccc3Cl)noc2C)CC1 | 11% | 8% | -9 | -9% | 3% | 2% | 2% | ? | -5% | 2% | -2%
COC(=O)c1cc(OC)c(OC)cc1NCC(=O)Nc1cccc(C(F)(F)F)c1 | -2% | -33% | -8 | 195%[activator] | 4% | 4% | 19% | ? | -11% | 0% | 3%[46.1 µM]
O=C(CCc1ccccc1)C(=O)N1CCCC(C(=O)c2cccc(Cl)c2)C1 (stereo not drawn) | -8% | -1% | -16 | -4% | 12% | 0% | ? | 2% | ? | -1% | -2%
O=C(NCCCN1CCOCC1)c1cc(-c2ccccc2)on1 | -11% | -7% | -5 | 3% | -7% | 0% | 2% | ? | 0% | -6% | -3%
CCc1ccc(OCC(=O)N(Cc2ccccc2)C2CCS(=O)(=O)C2)cc1 (stereo not drawn) | 1% | 7% | 7 | 10% | -4% | 1% | -4% | -4% | ? | -10% | 4%
COc1ccc(CCNc2nc(C)nc3c2oc2ccccc23)cc1OC | -30% | -39% | ? | 1% | -5% | -4% | 10% | 10µM* | ? | -5% | -24%
CCOc1ccccc1NC(=O)CCSc1nc2n[nH]c(C)c2c(=N)n1-c1ccccc1Cl | -33% | -4% | 2 | -6% | 9% | -8% | 2% | 3.2µM* | 13% | -3% | -5%
COc1cc(OC)c(C2CC(=O)N3CN(C)CSC3=C2C#N)cc1OC (stereo not drawn) | 14% | 10% | -4 | 5% | 13% | -14% | -1% | 4% | 1% | 1% | 3%
O=C(COc1ccc(Cl)cc1Cl)NC(=S)N1CCCc2ccccc21 | -12% | -42% | 4 | 11% | -2% | -6% | 2% | 0% | ? | -4% | -1%
O=C(Nc1ccc(S(=O)(=O)N2CCCC2)cc1)c1ccc(CN2CCOCC2)cc1 | 4% | 11% | -39 | 2% | -5% | -5% | -2% | ? | -7% | -2% | 1%
c1ccc(-c2nn3c(-c4ccco4)nnc3s2)nc1 | 9% | 26% | -14 | 2% | -12% | 0% | 0% | 0% | 8% | 0% | 5%
C/C(=N\OCC(=O)Nc1ccc(OC(F)(F)F)cc1)c1ccc2c(c1)OCCO2 | -1% | 7% | -7 | -6% | / | 0% | -1% | ? | ? | -3% | 0%[46.1 µM]
C=C[C@@H]1c2ccccc2N(S(=O)(=O)c2ccc(C)cc2)[C@H](c2ccc(C(=O)OC)cc2)C1(C#N)C#N | -28% | 11% | -15 | 3% | 9% | 5% | / | 10% | -1% | -2% | -10%
COc1cccc(Nc2nc3ccccc3nc2-n2nc(C)cc2C)c1 | 3% | 18% | 16 | 25% | 35% | 0% | 6% | 2% | 1% | -2% | 3%
CCOC(=O)N1CCC(NS(=O)(=O)c2ccc3c(c2)OCC(=O)N3)CC1 | 8% | 1% | 2 | -1% | 2% | 0% | 4% | -7% | 1% | 0% | /
CCNC(=S)Nc1cccc(F)c1C | 4% | 0% | 2 | 2% | -1% | 3% | 1% | -10% | 4% | 0% | -1%
O=C1c2cccc3cccc(c23)C(=O)N1/N=C/c1ccc(O)cc1O | -4% | -3% | 4 | -1% | 12% | 0% | -3% | -7% | ? | -4% | -2%[46.1 µM]
CC(C)Cn1c2c(c(O)c(C(=O)Nn3c(Cc4ccccc4)nc4ccccc4c3=O)c1=O)CCCC2 | -8% | -6% | 4 | -6% | 6% | -4% | ? | -2% | 1% | 0% | 5%
Cc1ccc(NC(=O)CN2C(=O)N/C(=C/c3ccc(N4CCOCC4)cc3)C2=O)cc1 | 4% | -8% | -20 | 59%[activator] | 3% | -5% | -4% | ? | 16% | -7% | -8%[46.1 µM]
COC(=O)c1cc(NC(=O)COC(=O)C2COc3ccccc3O2)cc(C(=O)OC)c1 (stereo not drawn) | 2% | 10% | -11 | -12% | 1% | -1% | / | 21% | -1% | -8% | /
C=CC[n+]1ccc2ccccc2c1C | 7% | 10% | 9 | 0% | -2% | 3% | 6% | -20% | -5% | -1% | -1%
CC(C)(c1ccccc1)c1ccc(OCc2ccc(C(=O)O)o2)cc1 | -13% | 9% | -16 | 21% | -1% | -2% | 14% | ? | 0% | -3% | -3%
COc1cccc(CNC(=O)CCCNC(=O)c2ccc(Cl)cc2)c1 | 10% | 4% | 2 | -2% | 6% | -27% | -2% | -2% | 2% | -1% | 4%
CC1CCCN(Cc2c(O)ccc3c2O/C(=C\c2ccco2)C3=O)C1 (stereo not drawn) | 11% | -73%[inhibitor] | -6 | 9% | -1% | 0% | 1% | 5% | -3% | ? | 1%[46.1 µM]
SMILES | Eya2 phos inh | a7 integrin act | TSHR antagonist | S-ASM inh | A-T KAP1 phos | Tb PFK block | Mito fusion yeast | ELG1 DNA repair | BCR signal inh | TSG101-PTAP inh | TCR activator
Cc1cccc(NC(=O)c2cc(S(=O)(=O)N3CCC4(CC3)OCCO4)ccc2F)c1 | -15% | 5% | 8 | -1% | 5% | 1% | 7% | -26% | 0%&1% | -8% | 1%
N#Cc1ccc(Nc2nc(-c3ccc(O)cc3O)cs2)cc1C(F)(F)F | -25% | -10% | ? | -22% | 2% | 0% | 8% | ? | ? | -3% | 6%
CCSc1nnc(NC(=O)c2cc(OC)c(OC)c(OC)c2)s1 | -3% | -3% | -7 | 0% | -1% | 0% | 3% | ? | ? | -2% | 3%
COC(=O)c1ccc(NC(=S)NC(=O)C2CCC2)cc1 | -5% | 1% | -13 | -2% | 7% | -1% | -14% | ? | -1% | -7% | 3%
c1coc(-c2nnc(SCc3nc4ccccc4[nH]3)o2)c1 | 9% | -7%[7.66 µM] | 2 | 10% | 2% | -7% | 0% | 4% | -1% | 1% | 4%
O=C(Nc1nnc(SCc2ccc(F)cc2)s1)c1ccccn1 | -8% | -69%[inhibitor] | -5 | -8% | 5% | -2% | 1% | ? | ? | -1% | 0%
O=C(CSCc1ccccc1F)NCc1ccccc1 | -2% | 20% | 28 | 2% | 3% | 2% | -12% | ? | 0% | -2% | 14%

3 entries already listed, arranged by molecular weight, low to high:
SMILES | Eya2 phos inh | a7 integrin act | TSHR antagonist | S-ASM inh | A-T KAP1 phos | Tb PFK block | Mito fusion yeast | ELG1 DNA repair | BCR signal inh | TSG101-PTAP inh | TCR activator
O=C(Nc1nnc(SCc2ccc(F)cc2)s1)c1ccccn1 | -8% | -69%[inhibitor] | -5 | -8% | 5% | -2% | 1% | ? | ? | -1% | 0%
CCSc1nnc(NC(=O)c2cc(OC)c(OC)c(OC)c2)s1 | -3% | -3% | -7 | 0% | -1% | 0% | 3% | ? | ? | -2% | 3%
Cc1cccc(NC(=O)c2cc(S(=O)(=O)N3CCC4(CC3)OCCO4)ccc2F)c1 | -15% | 5% | 8 | -1% | 5% | 1% | 7% | -26% | 0%&1% | -8% | 1%

Screening results as filed in PubChem.
